# CCT modulator: High-Throughput Screening for Modulators of Cytosolic Chaperonin Activity; 360,000 compounds, 0.3% hits; activity change, % (concentration not given with the values), hits read low; purified chaperonin ATPase assay, HTRF ADP detection, 30 min; in the data active = activity change below about -30%; note: % is set by controls: 0 for no effect and ±100 for the full control effect
#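 First, chaperonin was dispensed at 40 nM or 20 nM final depending on batch activity. Next, compounds were pinned at 76 uM and ATP added at 10 uM. After 30 min at 37 °C, ADP detection reagents ran 30 min at ambient temperature.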
# EPAC2 ag: qHTS for Agonist of cAMP-regulated guanine nucleotide exchange factor 4 (EPAC2): primary screen; 360,000 compounds, 0.079% hits; Potency, µM (series often up to 154 µM), without a hit: at the highest dose activation, most hits filed as activators; AID 720711, 2013; EPAC2 activation, biochemical qHTS; response scale: 100% = 6.5 mM cAMP response; Rap guanine nucleotide exchange factor 4 (Homo sapiens), Q8WZA2; note: potency is the fitted concentration of half-maximal effect; nearly all actives have a fitted effect of over 50% in size
# Target sequence (Q8WZA2 whole entry, looked up): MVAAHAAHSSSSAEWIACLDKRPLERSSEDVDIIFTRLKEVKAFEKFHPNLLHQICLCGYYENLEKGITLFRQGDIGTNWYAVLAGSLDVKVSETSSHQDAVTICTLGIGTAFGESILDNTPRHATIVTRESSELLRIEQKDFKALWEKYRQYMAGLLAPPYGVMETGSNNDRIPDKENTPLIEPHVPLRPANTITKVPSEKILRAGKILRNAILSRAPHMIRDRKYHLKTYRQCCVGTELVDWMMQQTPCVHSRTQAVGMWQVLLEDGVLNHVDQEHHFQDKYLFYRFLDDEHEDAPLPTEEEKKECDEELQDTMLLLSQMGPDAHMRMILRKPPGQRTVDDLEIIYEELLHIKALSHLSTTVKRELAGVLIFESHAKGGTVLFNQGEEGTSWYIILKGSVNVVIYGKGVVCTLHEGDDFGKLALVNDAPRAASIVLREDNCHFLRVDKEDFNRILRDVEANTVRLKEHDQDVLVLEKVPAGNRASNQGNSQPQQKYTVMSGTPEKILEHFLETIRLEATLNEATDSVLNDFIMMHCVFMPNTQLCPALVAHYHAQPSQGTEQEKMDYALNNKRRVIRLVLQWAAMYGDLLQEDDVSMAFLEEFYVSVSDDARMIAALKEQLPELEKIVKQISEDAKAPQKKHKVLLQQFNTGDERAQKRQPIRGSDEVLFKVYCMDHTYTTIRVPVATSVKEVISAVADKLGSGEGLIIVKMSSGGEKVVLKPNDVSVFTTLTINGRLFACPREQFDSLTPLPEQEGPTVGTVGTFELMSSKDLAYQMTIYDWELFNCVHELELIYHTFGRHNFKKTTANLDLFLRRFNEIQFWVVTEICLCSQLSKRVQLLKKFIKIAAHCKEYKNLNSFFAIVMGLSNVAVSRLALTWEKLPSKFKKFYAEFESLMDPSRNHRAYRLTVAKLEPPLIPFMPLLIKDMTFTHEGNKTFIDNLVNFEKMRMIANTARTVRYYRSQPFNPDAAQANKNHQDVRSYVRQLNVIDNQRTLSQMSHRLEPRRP
#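 Each well held 100 nM EPAC2, 250 nM RAP1B-BODIPY-GDP and 50 uM GDP. Fluorescence, read at 5-min intervals to 30 min, was referenced to a 6.5 mM cAMP positive control.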
# Akt phos inh: HTS Assay for Inhibitors of Akt Phophorylation: Primary Screen; Neuro2A IGF-stimulated pAkt S473 HTRF, 20 min; hits give low values; activity change, % for hits at 50 µM; 360,000 compounds, 0.32% hits; AID 651550, 2012; in the data active = activity change below about -80%; inconclusive = mostly about -51% to -80%; note: % is set by controls: 0 for no effect and ±100 for the full control effect
#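 Single-point screen (50 µM final compound) in Neuro2A cells stimulated 20 min with 6 nM IGF at 37 deg C. After lysis, Ser473-phosphorylated Akt read by HTRF (ex 330 nm, em 615/665 nm) as the 665/615 ratio.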
# Mm-Cpn inhibitor: Inhibitors of TCP-1 ring complex (TRiC) of Methanococcus maripaludis (MmCpn): qHTS. Chaperonin Mm-Cpn (Methanococcus maripaludis). purified Mm-Cpn ATPase, ADP Transcreener TR-FRET. Potency, µM (doses to about 76.9 µM), without a hit: top-dose activity, negative = inhibition, usual class: inhibitors. 330,000 compounds, 0.031% hits; note: potency is the fitted concentration of half-maximal effect; % is set by controls: 0 for no effect and ±100 for the full control effect; nearly all actives have a fitted effect of over 80% in size
#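 TR-FRET (320 nm excitation; 590 and 665 nm emission) reports ADP made from 10 uM ATP by 25 nM enzyme; compounds were preincubated 10 min, reaction run 30 min, both at 37°C.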
# A549 tox: Nrf2 qHTS screen for inhibitors: counterscreen for cytotoxicity | 390,000 compounds, 0.16% hits | Potency, µM (top dose mostly 46 µM), for the others: top-dose activity change, negative = cytotoxicity, hits mostly inhibitors | A549 ARE-Fluc cells, CellTiter-Fluor viability, 18-24 h; note: potency is the fitted concentration of half-maximal effect; % is set by controls: 0 for no effect and ±100 for the full control effect
#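 A549 ARE-Fluc cells in 5% FBS OPTI-MEM, 5000 cells/well, rested 2 h then exposed to compounds in concentration-response for 18-24 h at 37 °C. Viability by CellTiter-Fluor fluorescence (Ex 405/Em 525) after 30 min; luciferase luminescence (BugLite, 15 min, RT) read afterwards.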
# EPAC2 antag: qHTS for Antagonist of cAMP-regulated guanine nucleotide exchange factor 2 (EPAC2): primary screen | Rap guanine nucleotide exchange factor 4 (Homo sapiens), Q8WZA2 | AID 720708, 2013 | 360,000 compounds, 0.18% hits | Potency, µM (doses to about 114 µM), for inactives: at the highest dose activity, negative = inhibition, hits mostly inhibitors | EPAC2 GEF exchange of Rap1B-BODIPY-GDP, fluorescence; note: potency is the fitted concentration of half-maximal effect; % is set by controls: 0 for no effect and ±100 for the full control effect; nearly all actives have a fitted effect of over 45% in size; many of its hits are not listed in these tables
# Nrf2 block: Nrf2 qHTS screen for inhibitors. A549 ARE-Fluc reporter, luciferase luminescence, 18-24 h. Potency, µM (highest dose often 46 µM), for inactives: top-dose activity change, negative = inhibition, usual class: inhibitors. 360,000 compounds, 2.1% hits; note: potency is the fitted concentration of half-maximal effect; % is set by controls: 0 for no effect and ±100 for the full control effect; nearly all actives have a fitted effect of over 60% in size
#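 A549 ARE_Fluc cells (5000/well, 5% FBS OPTI-MEM) pre-incubated 2 h, then treated with compounds 18-24 h at 37C/5% CO2 in concentration-response. CellTiter-Fluor viability read first; BugLite luciferase luminescence after 15 min at room temperature gives Nrf2 activity.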
# TGFb SMAD3 inh: qHTS for Inhibitors of TGF-b. 410,000 compounds, 1.2% hits. HepG2 CAGA-GFP TGF-b/SMAD3 reporter, GFP fluorescence, 18 h; TGF-beta stimulated, 500 pg/mL final. Potency, µM (highest dose often 46.1 µM), for the others: top-dose activity, negative = inhibition, hits mostly inhibitors. AID 588855, 2011; note: potency is the fitted concentration of half-maximal effect; % is set by controls: 0 for no effect and ±100 for the full control effect; nearly all actives have a fitted effect of over 65% in size
#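 Cell-based qHTS in HEPG2 carrying a CAGA-GFP Smad reporter; compounds added before 500 pg/mL final TGF-beta, 18 h incubation at 37 degrees C, GFP fluorescence quantified per cell by imaging cytometry.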
# Nrf2 activator: qHTS of Nrf2 Activators | AREc32 ARE-luciferase reporter (MCF7-derived line), luminescence, 24 h | Potency, µM (titrated, usually from 46.1 µM), for the others: at the highest dose activation, actives largely listed as activators | 410,000 compounds, 0.31% hits | AID 624171, 2012; note: potency is the fitted concentration of half-maximal effect; % of control where 0% means no effect; nearly all actives have a fitted effect of over 65% in size
#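 AREc32_Fluc, 1000 cells/well, OPTI-MEM + 5% FBS, o/n 37 deg C 5% CO2; 23 nL cpd by pin tool, 24 hr; Steady-Glo 30 min RT, luminescence.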
# Active calls of the source: *; i = inactive; ? = inconclusive; . = no result given; [ ] = dose if it differs, or a comment. Unless noted, calls come from the whole dose curve; as a rule, active = well fitted curve in the direction sought with a large enough effect; inconclusive = small, poorly fitted or top-dose-only effect, or another doubt; inactive = no such curve, though single readings can be large; an effect the other way counts as inactive or inconclusive. Not all compounds are listed (hit frequency here may not be typical).
mol	CCT modulator	EPAC2 ag	Akt phos inh	Mm-Cpn inhibitor	A549 tox	EPAC2 antag	Nrf2 block	TGFb SMAD3 inh	Nrf2 activator
COC(=O)c1sc(N)c(C(=O)OC)c1COC(=O)CNS(=O)(=O)c1ccc(C)c(C)c1	1.2	7%	i	-26%	-10%	0%	7%	-5%	2.5%
CSc1ncnc2c1ncn2CCCN(C)CCc1ccccn1	-2.2	-2%	i	.	.	4%	.	?	-0.5%
CCN(CC(=O)NCc1cccs1)C(=O)c1cccc(S(=O)(=O)NC)c1	-12	7%	i	2%	-2%	16%	1%	7%	0.2%
CCn1ccnc1CNC(=O)CC1C(=O)NCCN1Cc1ccccc1F (stereo not given)	3.0	10%	i	0%	12%	-8%	10%	0%	-0.7%
Cc1ccc(O)c(NC(=O)C2CC(c3cccc(Br)c3)=NO2)c1 (stereo not given)	0.5	7%	i	-1%	4%	1%	7%	?	4.6%
COCCC(=O)N1CCC(Oc2ccc(C(=O)NCc3ccon3)cc2)CC1	-6.1	-6%	i	0%	-1%	-2%	6%	0%	-1.2%
COc1ccc(-c2nc(-c3ccncc3)no2)c(OC)c1	-0.3	8%	i	0%	7%	1%	?	4%	-0.3%
O=C(CC(=O)c1ccccc1)Nc1cccnc1	-1.5	1%	i	0%	-3%	6%	?	4%	5.3%
O=C(OCc1nc2ccc(Cl)cc2n1CCO)c1ccccc1	1.7	-3%	i	0%	10%	-1%	2%	15%	0.3%
Cc1cccc(OCCN2C(=O)c3ccccc3C2=O)c1	-1.4	3%	i	1%	?	-21%	?	1%	6.8%

# The list goes on:
mol	CCT modulator	EPAC2 ag	Akt phos inh	Mm-Cpn inhibitor	A549 tox	EPAC2 antag	Nrf2 block	TGFb SMAD3 inh	Nrf2 activator
COc1cccc(NC(=O)C2CCC(CNS(=O)(=O)c3csc(C(N)=O)c3)CC2)c1 (stereo not given)	.	.	.	.	0%	.	0%	-15%	3.7%
Cc1cccc(C)c1C(=NCCN(C)C)c1ccccc1	1.5	13%	i	.	-5%	-5%	-12%	0%	0.2%
CC(C)N(Cc1nnc(-c2ccccc2Cl)o1)C(=O)COc1cccc(Cl)c1	2.1	0%	i	.	.	-8%	.	14%	4.6%
CC(C)c1ccccc1NC(=O)CN1C(=O)c2ccccc2C1=O	-1.2	2%	i	0%	9%	-3%	19%	1%	-0.4%
O=C(CCCc1nc2ccccc2s1)NNC(=O)CCN1CCN(Cc2ccccc2)CC1	-2.3	13%	i	0%	3%	-4%	-15%	-14%	-0.6%
COc1cc(CNC(=O)C2CC2)ccc1OCc1ccccc1	-2.4	4%	i	-2%	9%	2%	?	2%	-0.1%
O=C(CN1C(=O)NC2(CCCc3ccccc32)C1=O)NCc1ccco1 (stereo not given)	2.1	6%	i	2%	-5%	6%	-6%	0%	0.0%
O=C(NCc1ccccc1)c1ccc(CSc2ccccc2)o1	-0.2	10%	i	1%	11%	-28%	-12%	1%	-0.4%
CCCn1c(C)cc(/C=C(\C#N)C(=O)OCC(=O)Nc2cc(OC)c(OC)c(OC)c2)c1C	-0.3	13%	i	1%	-7%	-18%	18%	3%	4.7%
CC1CCC(NC(=O)CCNS(=O)(=O)c2ccccc2)CC1 (stereo not given)	-0.6	6%	i	-11%	0%	1%	14%	-2%	-0.4%

# (next part)
mol	CCT modulator	EPAC2 ag	Akt phos inh	Mm-Cpn inhibitor	A549 tox	EPAC2 antag	Nrf2 block	TGFb SMAD3 inh	Nrf2 activator
O=C(CN1C(=O)c2cccc3cccc1c23)Nc1ccccc1	-2.6	-11%	i	0%	-10%	12%	-11%	-6%	0.1%
Nc1nc(SCC(=O)O)[nH]c(=O)c1NC(=O)c1ccco1	-9.1	7%	i	0%	-2%	-3%	16%	11%	-0.9%
COC(=O)C(CCSC)NC(=O)C12CC3CC(CC(C3)C1)C2 (stereo not given)	-7.5	7%	i	-4%	-3%	4%	14%	0%	-0.1%
Cc1cccc(C)c1NC(=O)Cn1nc(C)c2sc3ccccc3c2c1=O	.	.	.	.	4%	.	21µM*	13%	0.3%
Cc1cc(C)c(S(=O)(=O)c2cc(F)ccc2C)c(Cl)n1	-1.3	13%	i	1%	12%	?	-18%	-4%	2.2%
CC[C@@H]1C(c2cccc(C)c2)=NN(c2ccccc2)[C@H]1C(=O)N1CCOC1=O	-0.3	14%	i	1%	-6%	-10%	-1%	?	4.6%
COc1cccc(CNS(=O)(=O)c2cc3c(cc2C)NC(=O)CO3)c1	0.2	4%	i	-1%	3%	-7%	4%	2%	-0.2%
NC(=S)NC1CC2CC1C1C=CCC21 (stereo not given)	0.0	-1%	i	0%	5%	9%	19%	15%	-0.4%
O=C(COc1ccccc1)NCc1nnc(SCC(=O)Nc2nccs2)n1-c1ccccc1	-5.6	11%	i	0%	-2%	1%	8%	?	-0.4%
O=C(Cn1cnc2ccccc2c1=O)Nc1ccc(S(=O)(=O)N2CCOCC2)cc1	0.4	-3%	i	?	0%	-2%	6%	0%	-0.1%[9.22 µM]

# New compounds follow
mol	CCT modulator	EPAC2 ag	Akt phos inh	Mm-Cpn inhibitor	A549 tox	EPAC2 antag	Nrf2 block	TGFb SMAD3 inh	Nrf2 activator
CCN1/C(=C2\C(=O)N(C)C(=S)N2C)C=Cc2ccccc21	2.0	-4%	i	-2%	?	-30%	?	-31%	-0.2%
CCOC(=O)C1CCN(c2c(Nc3ccc(C)c(C)c3)c(=O)c2=O)CC1	0.8	10%	i	-2%	1%	9%	-4%	8%	5.7%
COc1ccccc1CNC(=S)NCCc1ccccc1	-0.5	10%	i	0%	1%	-10%	20%	-10%	-0.4%
CC(=O)Oc1ccccc1-n1c(C)nc(=O)c(-c2ccccc2)c1C	-2.2	8%	i	0%	0%	0%	-1%	-24%	-0.1%
Clc1ccc(C(c2ccccc2Cl)C(Cl)Cl)cc1 (stereo not given)	-0.3	3%	.	-6%	8%	?	?	11%	-0.9%
NC(=O)CSc1nc2ccccc2n1-c1ccccc1	-7.7	8%	i	-3%	11%	13%	2%	0%	0.1%
CCOC(=O)C1C(=O)C=C(c2ccc(Br)cc2)CC1c1ccco1 (stereo not given)	-4.2	16%	i	-6%	?	-3%	23µM*	0%	0.2%
Cc1oc(-c2cccc(Cl)c2)nc1CSc1nc2ncccc2[nH]1	.	.	.	.	11%	.	-9%	5%	0.6%
COc1ccc(/C=C/C(=O)c2ccccc2)cc1COc1ccc(F)cc1	-1.3	-1%	i	-2%	-16%	5%	-17%	1%	?
COc1ccccc1CNC(=O)Cc1c[nH]c2ccccc12	-0.8	9%	i	-1%	3%	2%	12%	1%	2.7%

# More structures follow.
mol	CCT modulator	EPAC2 ag	Akt phos inh	Mm-Cpn inhibitor	A549 tox	EPAC2 antag	Nrf2 block	TGFb SMAD3 inh	Nrf2 activator
CC(=O)Oc1ccc(C(=O)Nc2cc(C)on2)cc1	0.4	13%	i	1%	-1%	6%	?	11%	0.8%
N#C/C(=C1/C(=O)Nc2ccc(Br)cc21)c1ccccn1	1.7	10%	i	3%	1%	1%	?	-15%	?
Cc1cccc(C2c3[nH]c4ccccc4c3CCN2Cc2cnn(-c3ccc(F)cc3)c2)n1 (stereo not given)	-0.7	1%	i	4%	3%	6%	16%	2%	4.0%
CC1=NN(c2ccc(Cl)c(C(=O)O)c2)C(=O)C1	-3.3	2%	i	-21%	-1%	8%	-8%	-1%	-0.2%
NC(=O)c1ccc(NC(=S)NCc2ccco2)cc1	1.1	-1%	i	0%	-6%	-10%	10%	-21%	0.5%
Cc1cc(=O)c2cc(C(=O)Nc3ccccc3C)ccc2[nH]1	.	.	.	.	7%	.	21µM*	7%	-0.1%
CC(=O)c1ccc(N2CCN(C(=O)c3ccc(Cl)c(S(=O)(=O)NC4CC4)c3)CC2)c(F)c1	-2.0	3%	i	0%	2%	19%	-4%	-1%	2.5%
COc1ccccc1/C=C/C(=O)Nc1nc(N)n(-c2ccccc2)n1	-1.5	5%	i	3%	0%	-4%	8%	-9%	4.6%
CN1C(=O)CC(n2c(CO)nc3ccccc32)C1=O (stereo not given)	0.5	3%	i	2%	3%	-9%	5%	-4%	-0.3%
CCC(=O)N1c2ccc(S(=O)(=O)CCC(=O)NCCC3=CCCCC3)cc2CC1C (stereo not given)	-0.2	2%	i	-2%	-10%	2%	-19%	4%	0.2%

# (continued)
mol	CCT modulator	EPAC2 ag	Akt phos inh	Mm-Cpn inhibitor	A549 tox	EPAC2 antag	Nrf2 block	TGFb SMAD3 inh	Nrf2 activator
CCn1cc(CNC(=O)/C=C/c2ccc([N+](=O)[O-])cc2)c(C)n1	-1.7	9%	i	1%	?	-1%	3%	19%	0.1%
CC(=O)NNS(=O)(=O)c1scc(S(=O)(=O)c2ccc(Cl)cc2)c1C	0.3	8%	i	0%	0%	1%	0%	15%	-1.5%
c1cncc(-c2nnc3n2N=C(c2cccs2)CS3)c1	0.8	9%	-114%*	-1%	-6%	-1%	-33%	-5%	4.0%
CCCNC(=O)c1onc(CSc2ccc(F)cc2)c1C(=O)NCCOC	-1.6	7%	i	-1%	3%	12%	-8%	1%	-0.6%
S=C(NCC1CCCO1)Nc1cc(Cl)c(Cl)cc1Cl (stereo not given)	0.5	-1%	i	0%	?	-11%	28%	?	9.1%
O=C(CSc1nc2scc(-c3cccs3)c2c(=O)n1CCc1ccccc1)N1CCCC1	-1.2	6%	i	.	0%	-6%	-27%	-20%	-1.1%

# Screens from PubChem.
